Bioassay records as filed in PubChem.
Apaf-1 inh = blocks human Apaf-1 apoptosome activity. AID 489030. inhibition, % at 20 µM. 0.71% of 330,000 active. reconstituted apoptosome caspase-3 activity, DEVD-Rh110 fluorescence. O14727; active = inhibition of at least 40% at 20 µM;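 note: plate controls were DMSO wells for no effect and DEVD-CHO caspase inhibitor wells for full effect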
Target sequence (O14727 whole entry, looked up): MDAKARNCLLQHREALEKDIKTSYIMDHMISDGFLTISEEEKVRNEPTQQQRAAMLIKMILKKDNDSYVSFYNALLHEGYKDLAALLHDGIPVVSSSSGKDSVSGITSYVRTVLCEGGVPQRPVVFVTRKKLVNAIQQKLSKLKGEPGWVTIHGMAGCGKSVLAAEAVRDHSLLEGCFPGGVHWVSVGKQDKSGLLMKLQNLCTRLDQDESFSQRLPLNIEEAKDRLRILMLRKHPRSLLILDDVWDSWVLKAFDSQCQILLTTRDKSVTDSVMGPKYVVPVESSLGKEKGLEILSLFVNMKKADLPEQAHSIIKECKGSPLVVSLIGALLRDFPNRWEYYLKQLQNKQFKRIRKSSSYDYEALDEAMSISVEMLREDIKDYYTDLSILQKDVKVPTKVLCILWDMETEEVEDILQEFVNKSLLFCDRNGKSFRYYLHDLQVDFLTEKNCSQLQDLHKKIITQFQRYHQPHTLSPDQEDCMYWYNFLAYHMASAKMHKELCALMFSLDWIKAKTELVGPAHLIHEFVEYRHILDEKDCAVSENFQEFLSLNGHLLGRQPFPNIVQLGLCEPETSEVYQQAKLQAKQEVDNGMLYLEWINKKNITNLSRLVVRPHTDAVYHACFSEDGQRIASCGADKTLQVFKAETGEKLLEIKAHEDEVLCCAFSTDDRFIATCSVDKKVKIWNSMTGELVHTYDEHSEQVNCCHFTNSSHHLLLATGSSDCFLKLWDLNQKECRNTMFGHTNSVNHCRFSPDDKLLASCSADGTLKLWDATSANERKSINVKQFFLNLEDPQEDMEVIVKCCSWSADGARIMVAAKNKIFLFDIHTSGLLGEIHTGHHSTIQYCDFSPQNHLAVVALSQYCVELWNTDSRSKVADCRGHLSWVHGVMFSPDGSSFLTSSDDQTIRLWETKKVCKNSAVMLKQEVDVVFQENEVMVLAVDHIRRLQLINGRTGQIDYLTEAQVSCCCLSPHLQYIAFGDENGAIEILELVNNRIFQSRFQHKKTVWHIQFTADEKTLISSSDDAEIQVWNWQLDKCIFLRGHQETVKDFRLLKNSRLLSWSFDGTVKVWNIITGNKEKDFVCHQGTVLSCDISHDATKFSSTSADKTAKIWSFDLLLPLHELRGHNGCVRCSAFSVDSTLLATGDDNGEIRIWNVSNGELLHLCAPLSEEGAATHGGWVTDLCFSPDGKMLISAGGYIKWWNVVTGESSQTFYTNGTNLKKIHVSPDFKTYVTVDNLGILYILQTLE
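Material: reconstituted apoptosome with Apaf-1, cytochrome c, caspase-9, procaspase-3, dATP / Buffer or medium: pH 7.5 Hepes buffer with CHAPS, BSA, DTT / Also added: cytochrome c with DEVD-Rh110 / Schedule: compound with Apaf-1, dATP, procaspase-3 30 min, then 50 min reaction, room temperature / Technique: rhodamine 110 fluorescence at Ex 480/Em 540 nm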
UBC13 polyUb = inhibitors of human UBC13 polyubiquitin chain formation; 0.47% of 330,000 active; P61088; inhibition, % at 20 µM; TR-FRET; AID 485273; in the data active = inhibition above about 45%, passing the limit was not always enough
HKDC1 inhibitor = blocks human hexokinase HKDC1 activity | AID 493160 | recombinant HKDC1, G6PDH/diaphorase resazurin coupled fluorescence | 0.16% of 340,000 active | inhibition, % at 20 µM;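 active = inhibition above about 35% when tested at 20 µM, limit read from the data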;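 note: plate controls were DMSO wells with enzyme for no effect and DMSO wells lacking enzyme for full effect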
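Incubation: 90 min at room temperature in dark / Material: recombinant HKDC1 (HK5) hexokinase enzyme, produced in-house / Quantity: enzyme 5 µg/mL final / Compound: one dose of 20 µM, 1% DMSO / Reagent: glucose and ATP substrates / Buffer or medium: Tris pH 8.0 buffer with MgCl2, Tween-20, BSA, BME / Technique: resorufin fluorescence at 613 nm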
Jurkat NFkB inh = inhibitors of the PMA/ionomycin-induced NF-kB reporter in Jurkat cells. AID 435003. inhibition, % at 4 µM. PMA/ionomycin-induced NF-kB luciferase reporter, luminescence. 0.53% of 330,000 active
SENP7 block = SENP7 protease inhibition | inhibition, % at 5 µM | 1.5% of 330,000 active | recombinant SENP7, Z-RLRGG-aminoluciferin luminescence, 40 min | AID 434973 | Q9BQF6;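 active = inhibition above about 50% at the single test dose, limit read from the data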;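 note: plate controls were DMSO with enzyme for no effect and no enzyme buffer wells for full effect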
SENP8 inh = inhibitors of human SENP8 protease; purified SENP8, Z-RLRGG-aminoluciferin cleavage, luminescence; Q96LD8; inhibition, % at 10 µM; 1.2% of 330,000 active
697 NFkB inh = inhibitors of the PMA/ionomycin-induced NF-kB reporter in 697 B cells; 697 B-cell NF-kB luciferase reporter, 16 h; inhibition, % at 4 µM; 0.33% of 330,000 active; AID 435022; in the data active = inhibition above about 35%
Gli-Sufu block = blocks Gli-Sufu signaling in a luciferase reporter; Sufu-KO-LIGHT fibroblasts, Gli luciferase reporter luminescence; inhibition, % at 5 µM; 0.74% of 340,000 active;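 active = inhibition above about 55%, limit read from the data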;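 note: 0% = DMSO-treated cells and 100% = wells with medium but no cells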
* = called active by the depositor; / = no result given; & = joins results of further samples. Cut-off read from the data, not from the text of the source, unless noted: active = inhibition above about 50%; inactive = the rest.

SMILES	Apaf-1 inh	UBC13 polyUb	HKDC1 inhibitor	Jurkat NFkB inh	SENP7 block	SENP8 inh	697 NFkB inh	Gli-Sufu block
O=C(CN1CCN(Cc2ccccc2F)C1=O)NCC1CCCO1 (configuration not stated)	-21	7	-6	6	-1	1	4	-2
COc1ccccc1CCNC(=O)c1csc2c1CCCC2	-3	15	-3	1	-2	-6	8	-12
Cc1cc(C(=O)NCc2ccco2)c2cc(F)ccc2n1	-10	-3	0	9	5	3	5	-27
FC(F)(F)c1cnc(Sc2ncn[nH]2)c(Cl)c1	7	2	-12	-17	4	8	-2	-4
O=C(O)C1Cc2ccccc2CN1C(=O)CCl (configuration not stated)	-13	-4	-10	-5	4	3	31	3
Cc1ccc(NC2=NCC(=O)N2Cc2cccs2)cc1C	-16	0	3	2	2	4	-10	-15
O=C(N[C@@H](Cc1ccccc1)C(=O)N1CCC2(CC1)NCCc1[nH]cnc12)c1cccc(F)c1	-3	11	3	1	0	-3	20	-7
COc1ccc(-c2csc(NC(=O)CN3C(=O)C4CC=CCC4C3=O)n2)cc1 (configuration not stated)	10	7	-1	-4	11	-6	-5	-1
Cc1cc(N2CCN(C)CC2)nc2ccc(NC(=O)CCC(=O)NCCCOC(C)C)cc12	0	4	-3	-1	-3	2	10	23
CC(=O)c1c(C)[nH]c(C(=O)COC(=O)CCNS(=O)(=O)c2ccc(C)c(C)c2)c1C	-1	-2	-5	-3	-5	-7	9	-5
CCc1c(C)sc(NC(=O)c2ccccc2[N+](=O)[O-])c1C(N)=O	-5	-11	-9	-2	-3	-11	10	0
CCN(CC)S(=O)(=O)c1ccc(Cl)c(C(=O)OC)c1	-4	-1	-2	1	7	1	5	1
O=C(CCN1C(=O)C2CCCCC2C1=O)Nc1ccc(F)c(F)c1F (configuration not stated)	-13	4	3	-4	-4	6	9	-11
CSc1ncccc1C(=O)N1CCCC(Nc2ccc(C)c(C)c2)C1 (configuration not stated)	-5	-5	0	3	-2	6	-20	-8
C/C(=N\NC(=O)Cc1csc(N2CCOCC2)n1)c1ccccc1	-2	-2	8	7	14	1	-3	7
COc1cc(C=C2C(=O)c3ccccc3C2=O)cc(OC)c1	-14	-8	6	6	4	-5	18	6
C#Cc1ccc([C@@H]2C=C(C(=O)N3CCOCC3)O[C@H](OCC)[C@H]2CCCO)cc1	4	-8	-8	-25	-7	-9	-29	-2
CC1C(=O)N2CCCc3cc(NC(=O)c4ccccc4C(F)(F)F)cc1c32 (configuration not stated)	7	-7	0	2	-15	-2	17	-6
CCCn1c(N)c(C(=O)CSc2nnc(Cc3ccccc3)o2)c(=O)n(C)c1=O	11	7	0	14	-1	4	-41	27
CCO[C@H]1OC(C(=O)NCc2nc3ccccc3[nH]2)=C[C@@H](C)[C@@H]1CCCO	-5	0	-6	16	5	-2	18	7
COc1ccc(S(=O)(=O)N2CCN(C(=O)c3oc4ccccc4c3C)CC2)cc1	2	-2	1	23	-7	-1	0	2
O=C(CC1C(=O)NCCN1CC(c1ccccc1)c1ccccc1)NCCc1cn[nH]c1 (configuration not stated)	8	6	-3	0	-1	1	10	1
O=C(NCC1CCCN(C(=O)Cc2ccccc2Cl)C1)c1ccc(F)cc1 (configuration not stated)	4	-3	-7	2	-12	-8	-21	2
COc1cc(NC(=O)CN2C(=O)c3ccccc3S2(=O)=O)cc(OC)c1	-8	-2	2	-2	2	7	1	-2
Cc1ccccc1C1CC(=O)Oc2cc(O)ccc21 (configuration not stated)	8	/	4	/	-5	/	3	2

(further entries)
SMILES	Apaf-1 inh	UBC13 polyUb	HKDC1 inhibitor	Jurkat NFkB inh	SENP7 block	SENP8 inh	697 NFkB inh	Gli-Sufu block
c1nc(N2CCCC2)c2[nH]cnc2n1	-16	8	3	-4	-5	2	7	-2
O=C(O)c1ccc(/C=N/NC(=O)c2ccc(Br)cc2)cc1	9	-1	-9	-8	10	-1	-8	-7
COc1cc(CCC(=O)OCC(=O)NCc2ccccc2)cc(OC)c1OC	0	14	-8	-4	1	-5	13	-2
Cc1cccc(/C(N)=N/OC(=O)c2ccoc2C)c1	14	-2	-1	-72	98*	94*	-112	-128
CCCc1[nH]n(-c2nc3ccccc3s2)c(=O)c1C=NCC1CCCO1 (configuration not stated)	1	0	0	6	4	8	6	2
OC(CNCCCCNCC(O)C(F)(F)F)C(F)(F)F (configuration not stated)	7	-5	-4	-4	-12	-10	0	-16
CC(=O)Nc1ccc(S(=O)(=O)N2CCC(c3nc4ccccc4[nH]3)CC2)cc1	-10	10	-2	1	-2	5	16	5
Cc1cc(=S)n(-c2ccccc2)n1C	-3	2	-5	1	1	-5	2	1
CCCCNCCOCCSc1ccc(Cl)cc1	1	8	3	6	-8	-2	-1	28
CCOC(=O)C1(CCOC)CCN(C(=O)c2sccc2C)CC1	11	-3	-4	-2	-5	-5	14	1
O=C(/C=N/NC(=O)c1ccc(Cl)cc1Cl)c1ccccc1	-11	-2	-1	-11	25	5	-15	-36
CC(C(=O)N1CCN(C2c3ccccc3-c3ccccc32)CC1)N1C(=O)c2ccccc2C1=O (configuration not stated)	17	10	12	7	1	-2	-24	7
COc1ccc(-c2n[nH]c(=S)n2/N=C/c2cccn2C)cc1	4	-16	-3	-14	9	-8	4	4
Cc1cn(C(=O)C(C)N2C(=O)c3ccccc3C2=O)c(C)n1 (configuration not stated)	-6	-6	-10	-11	5	0	-25	-3
COc1ccc(Cl)cc1C(=O)NNC(=O)COC(=O)c1ccc(Br)o1	-41	7	-1	6	5	-1	13	-46
Cc1ccccc1NC(=O)c1c(C)cc(=O)oc1C	-5	8	0	7	-4	-2	12	0
Cc1ccc(N(CC2CO2)S(=O)(=O)c2ccc(C)cc2)cc1 (configuration not stated)	-3	7	2	10	-8	-9	8	1
Cc1ccc(C(=O)OCC(=O)N2CC(C)CC(C)C2)cc1S(=O)(=O)N1CCOCC1 (configuration not stated)	10	-5	-2	5	-1	3	-28	2
COC(=O)c1ccc2c(=O)n(CCCN3CCCC3=O)c(=S)[nH]c2c1	-15	1	-5	5	-3	6	24	22
COCCCNC(=O)c1cccc(NC(=O)c2ccccc2)c1	-5	7	-6	0	5	3	14	-3
O=C(O)c1cc(S(=O)(=O)N2CCCCC2)ccc1N1CCCCC1	-8	-1	0	-4	4	-1	10	-1
CC(=O)Nc1ccc(N(C(=O)c2ccco2)C(C(=O)NC2CCCC2)c2ccc(N3CCOCC3)cc2)cc1 (configuration not stated)	3	-6	7	28	2	6	25	1
CCn1c2ccccc2c2cc(NC(=O)C(=O)NCC3CCCO3)ccc21 (configuration not stated)	12	9	1	12	-13	-4	27	26
CC1=C(C(=O)Nc2ccccc2)C(c2ccc(C(C)C)cc2)N2C(=O)CSC2=N1 (configuration not stated)	-9	-2	-7	-4	1	-4	-1	-2
Cc1ccnc(NS(=O)(=O)c2ccc(NC(=O)c3oc4ccccc4c3C)cc2)n1	-2	2	4	4	4	-4	-2	-2

Ordered by length of the SMILES (falling): five of the compounds above
SMILES	Apaf-1 inh	UBC13 polyUb	HKDC1 inhibitor	Jurkat NFkB inh	SENP7 block	SENP8 inh	697 NFkB inh	Gli-Sufu block
CC(C(=O)N1CCN(C2c3ccccc3-c3ccccc32)CC1)N1C(=O)c2ccccc2C1=O (configuration not stated)	17	10	12	7	1	-2	-24	7
COc1ccc(S(=O)(=O)N2CCN(C(=O)c3oc4ccccc4c3C)CC2)cc1	2	-2	1	23	-7	-1	0	2
O=C(/C=N/NC(=O)c1ccc(Cl)cc1Cl)c1ccccc1	-11	-2	-1	-11	25	5	-15	-36
Cc1cccc(/C(N)=N/OC(=O)c2ccoc2C)c1	14	-2	-1	-72	98*	94*	-112	-128
CCCCNCCOCCSc1ccc(Cl)cc1	1	8	3	6	-8	-2	-1	28

The main list resumes, starting 2 compounds before the break.
SMILES	Apaf-1 inh	UBC13 polyUb	HKDC1 inhibitor	Jurkat NFkB inh	SENP7 block	SENP8 inh	697 NFkB inh	Gli-Sufu block
CC1=C(C(=O)Nc2ccccc2)C(c2ccc(C(C)C)cc2)N2C(=O)CSC2=N1 (configuration not stated)	-9	-2	-7	-4	1	-4	-1	-2
Cc1ccnc(NS(=O)(=O)c2ccc(NC(=O)c3oc4ccccc4c3C)cc2)n1	-2	2	4	4	4	-4	-2	-2
Cc1cccc(OCCNC(=O)c2cccc(Oc3ccc(C(F)(F)F)cc3[N+](=O)[O-])c2)c1	19	-2	-6	35	2	2	-48	-4
CSc1ncc2ncn(C3OC(CO)C(O)C3O)c2n1 (configuration not stated)	-5	-6	-7	-13	-2	-8	6	3
COC(=O)[C@H]1[C@H]2C[C@H]3c4[nH]c5ccccc5c4CCN3C[C@@H]2CC[C@@H]1O	14	-8	5&1	-6	-6	-5	6	-6&3
COc1ccc(N(CN2C(=O)c3ccccc3C2=O)C(=O)COc2ccc(Cl)cc2Cl)cc1	7	-16	-5	-16	-3	-13	-24	10
CC(C)c1ccc(N(CC(=O)NCCSC(C)(C)C)S(C)(=O)=O)cc1	10	7	1	-11	2	4	-12	-50
COc1cccc(OC)c1C(=O)N1CCN(S(=O)(=O)c2ccc(C)cc2)CC1	-1	-8	1	-3	10	-3	-3	3
CCCCC(=O)NCCNc1nc2c(c(=O)n(C)c(=O)n2C)n1Cc1ccc(F)cc1	0	5	-1	-17	-5	1	10	-6
Cc1cccc(NC(=O)CN2CCN(C(=O)C3CCN(C(=O)/C=C/c4ccccc4)CC3)CC2)c1C	0	3	0	-1	4	-1	-26	/
Cc1c(NC(=O)c2cnn3c2NC(c2ccc(Br)cc2)CC3C(F)(F)F)c(=O)n(-c2ccccc2)n1C (configuration not stated)	17	-23	-2	0	-1	-14	-2	-5
O=C(CN(c1ccc(Cl)c(C(F)(F)F)c1)S(=O)(=O)c1ccccc1)N1CCOCC1	20	-13	4	-14	-7	-6	7	5
Cc1nn(-c2ccc(N3CCCCC3)nn2)c(C)c1CCC(=O)Nc1cccc(F)c1	24	-18	-5	-54	-3	9	-89	-69
CC(C)(C)NS(=O)(=O)c1ccc(CCC(=O)Nc2ccc3c(c2)OCO3)cc1	1	-1	-6	-2	5	1	8	-3
COc1cccc(Oc2ccc(C(F)(F)F)cc2NC(=O)c2cccc(F)c2)c1	1	-11	-4	0	-1	-8	3	2
CC1CCC2(CC1)NC(=O)N(CC(=O)Nc1ccc(F)cc1)C2=O (configuration not stated)	-5	10	2	-4	-5	6	-2	/
CCOn1c(=O)c(-c2ccc(F)cc2)[n+]([O-])c2ccccc21	4	3	-7	2	-2	-1	6	2
COc1ccsc1NC(=O)OCc1ccc(Cl)cc1	10	2	-2	-29	38	49	-10	-18
N#Cc1cccc2cnccc12	-1	5	-5	9	1	-4	19	-11
CCOC(=O)C1C(=O)C=C(c2ccc(Br)cc2)CC1c1ccco1 (configuration not stated)	29	-2	3	14	5	-5	-14	6
CC(C)(C)OC(=O)NCCCCCNC(=O)c1[nH]cnc1C(=O)Nc1nccs1	-6	-40	-1	13	3	5	10	-2
Cc1ccc(C2(C)NC(=O)N(CC(=O)Nc3ccc(N4CCOCC4)cc3N3CCOCC3)C2=O)cc1 (configuration not stated)	7	0	-2	-5	0	-6	12	-7
O=C(C1CCN(c2nnc(-n3cccc3)s2)CC1)N1CCCCC1	-4	-7	-10	-15	3	-4	-16	-26
Cc1csc(SCc2nnc(-c3ccccc3Br)o2)n1	-8	1	0	-125	-8	-12	-198	35
CN1CCN(CCCNC(=O)c2ccc3c(=O)n(CCc4ccccc4)c(=O)[nH]c3c2)CC1	-3	18	2	-25	4	-6	15	30
CN(C)c1nc(SCC#N)nc(N2CCOCC2)n1	0	-3	-6	0	8	0	-3	2
O=C(c1ccc(Oc2cc(Cl)cc(Cl)c2)o1)N1CCCCC1	4	4	-2	6	10	-2	12	-1
COc1ccc(OC)c(Nc2nc(-c3sc(C)nc3C)cs2)c1	16	20	-1	9	11	-10	-7	0
